Source: PubChem (several laboratories)
eIF4E 4G PPI: eIF4E/eIF4G interaction inhibition in translation initiation; P63073+Q04637; TR-FRET eIF4E-eIF4GI(517-606) binding, 2 h; inhibition, % at 21.7 µM; actives 0.37% (n = 220,000); AID 782;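 active = inhibition above about 30%, limit read from the data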;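 note: 0% = full FRET control wells and 100% = background wells lacking eIF4GI fragment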
PGE2 EP2 inh: inhibitors of human EP2 prostaglandin E2 receptor. P43116. C6 glioma cells expressing human EP2, cAMP TR-FRET; cells stimulated with saturating PGE2. inhibition, % at 25 µM. actives 0.52% (n = 260,000). AID 1422;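 active = percent inhibition above 40 after rounding to a whole number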;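 note: rat C6 glioma host cells with rolipram phosphodiesterase inhibitor present; the protocol text gives 20 µM as final concentration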
Target sequence (P43116 whole entry, looked up): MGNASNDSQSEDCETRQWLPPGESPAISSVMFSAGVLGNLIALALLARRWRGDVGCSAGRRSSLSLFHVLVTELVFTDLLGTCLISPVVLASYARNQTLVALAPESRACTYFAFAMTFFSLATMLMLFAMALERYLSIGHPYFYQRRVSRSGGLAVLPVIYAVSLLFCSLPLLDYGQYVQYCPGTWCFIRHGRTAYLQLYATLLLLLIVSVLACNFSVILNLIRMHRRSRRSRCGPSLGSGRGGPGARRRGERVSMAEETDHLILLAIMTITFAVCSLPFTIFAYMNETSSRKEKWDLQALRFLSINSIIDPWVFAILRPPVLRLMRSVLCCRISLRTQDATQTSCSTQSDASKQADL
Tb hexokinase: T. brucei hexokinase 1 inhibition. recombinant TbHK1, G6PDH-coupled NADH A340. actives 0.11% (n = 220,000). AID 1430. inhibition, % at 10 µM;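 active = inhibition of 50% or more in the single-dose primary screen; inactive = inhibition below 50%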
L929 necroptosis: L929 zVAD cell death inhibition | L929 zVAD necroptosis rescue, ATP luminescence, 24 h; with zVAD 60 µM | viability rescue, % at 10 µM | actives 0.38% (n = 220,000) | AID 1377;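 active = activation, scaled between plate controls, above about 75%, limit read from the data; inactive = activation under that limit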;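 note: 0% = zVAD with DMSO and 100% = DMSO alone without zVAD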
Hck-Nef inh: human Hck-Nef kinase inhibition | Recombinant Hck-YEEI plus Nef, Z-Lyte FRET kinase assay | inhibition, % at 20 µM | actives 0.68% (n = 220,000) | AID 463187;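 active = Hck-Nef kinase inhibition above about 50%, limit read from the data; inactive = inhibition below that limit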;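 note: 0% = DMSO with Hck plus Nef and 100% = Hck alone without Nef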
Target sequence (P08631 whole entry, looked up): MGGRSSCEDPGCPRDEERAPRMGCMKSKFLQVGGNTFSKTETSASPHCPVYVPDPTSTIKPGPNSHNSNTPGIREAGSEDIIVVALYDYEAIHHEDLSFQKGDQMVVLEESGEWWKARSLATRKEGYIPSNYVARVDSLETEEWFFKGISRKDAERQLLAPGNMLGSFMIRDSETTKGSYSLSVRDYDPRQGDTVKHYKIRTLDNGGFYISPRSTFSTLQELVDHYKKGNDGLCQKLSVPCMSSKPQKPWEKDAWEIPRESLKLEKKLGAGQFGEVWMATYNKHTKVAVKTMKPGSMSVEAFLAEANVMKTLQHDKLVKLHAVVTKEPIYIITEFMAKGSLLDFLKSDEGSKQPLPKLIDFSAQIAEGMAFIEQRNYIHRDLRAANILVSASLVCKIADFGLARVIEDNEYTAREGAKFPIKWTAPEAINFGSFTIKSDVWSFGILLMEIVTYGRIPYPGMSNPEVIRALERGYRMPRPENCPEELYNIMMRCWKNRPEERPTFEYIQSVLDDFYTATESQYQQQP
Calpain2 inh: inhibitors of pig calpain II. purified calpain II, fluorogenic peptide substrate, 30 min. inhibition, % at 16 µM. actives 0.37% (n = 220,000). AID 1236;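 active = inhibition above about 50%, limit read from the data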
EP2 modulator: modulates human prostaglandin E2 receptor EP2 signaling. induction, % at 25 µM. EP2-expressing cells, cAMP HTRF FRET, PGE2 co-stimulation. actives 0.83% (n = 260,000). P43116;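 active = compounds whose cAMP rise, as percent of the full-agonist control response, exceeds 60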;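 note: rat C6 glioma line stably carrying human EP2 under a CMV promoter; the protocol text gives 20 µM as final concentration; 100% = response of wells given 1 µM PGE2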
14-3-3 Bad PPI: disrupts binding of bovine 14-3-3 zeta to phospho-Bad peptide. actives 0.71% (n = 220,000). AID 781. TR-FRET 14-3-3zeta/Dy647-pBad peptide displacement, 1 h. inhibition, % at 21.7 µM;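 active = inhibition above about 70%, limit read from the data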;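 note: 0% = full 14-3-3 plus peptide FRET controls and 100% = background without 14-3-3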
Rad51 HR inh: blocks human Rad51 in homologous recombination; Q06609; hRad51 DNA strand exchange, fluorescence dequenching; inhibition, % at 10 µM; actives 0.085% (n = 200,000); AID 1385;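 active = inhibition above 40% at the single screening dose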;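 note: 0% = DMSO control wells and 100% = blanks with heterologous ssDNA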
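Material: Human Rad51 nucleoprotein filaments preassembled on unlabelled ssDNA | Also added: Labelled 47-mer dsDNA for strand exchange | Dosing: Single dose, 10 µM final compound | Schedule: 30-min compound preincubation and 15-min exchange, both room temperature | Technique: Fluorescence dequenching at 485/520 nm | Measure: Percent inhibition relative to plate controls and blanks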
An asterisk follows results filed as active; · = not tested or not shown; & = joins results of further samples; [ ] = dose if it differs, or a comment.

compound	eIF4E 4G PPI	PGE2 EP2 inh	Tb hexokinase	L929 necroptosis	Hck-Nef inh	Calpain2 inh	EP2 modulator	14-3-3 Bad PPI	Rad51 HR inh
Cc1cccc2cc(CN(Cc3ccc(F)cc3)C(=O)N(C)C)c3nnnn3c12	13	16&7	-3	-0.2	1	-32	22&7	-1	1
CCCOc1ccc(CNCCCOCC)cc1OC	2	3	4	0.1	18	10	15	7	·
CN1CCN(c2ccccc2NC(=O)COc2ccc(Br)cc2)CC1	0	5	-2	0.2	-2	25	-35	-4	2
COc1cc(C)c(S(=O)(=O)N2CCN=C2c2ccccc2)cc1C	-8	9	15	-0.2	3	-5	-74	-2	-2
Cc1ccc(C)c(NC(NC(=O)c2ccccn2)C(Cl)(Cl)Cl)c1 (stereo not given)	3	11	-4	-0.4	20	0	-11	-3	7
CSc1ccccc1NC(=O)CN(C)CC(=O)Nc1cccc(Br)c1	-5	8	0	1.6	29	20	-37	-4	-4
CCOC(=O)N1CCN(C(=O)c2ccccc2CCc2ccccc2)CC1	-19[fluorescence artefact?]	11	-13	-0.3	11	-36	14	-7[fluorescence artefact?]	-4
O=C1CC(c2ccccc2)=Nc2ccccc2N1	0	9	26	-1.0	-6	16	-3	-11	0
C/C(=C\C(=O)Nc1cc(C)on1)c1ccccc1	-3	9	2	-0.5	-7	-19	4	-3[fluorescence artefact?]	-5
COc1ccc(C)cc1-n1nnnc1SC/C(O)=C(\C#N)c1nc2ccccc2[nH]1	-4	15	-10	0.6	9	-25	-31	2	-6
COc1cc(/C=N\Nc2cc(=O)n(C)c(=O)n2C)ccc1O	-5[fluorescence artefact?]	12	-43	0.3	4	12	14	3	·
CC1(NC(=S)NCCO)CCS(=O)(=O)C1 (stereo not given)	0	6	-6	0.7	0	2	12	0	-7
COc1ccc(NC(=O)N/C=C/c2ccc(Cl)cc2)cc1	-3	5	3	0.8	5	-33	-49	-11	25
Fc1ccccc1CSc1nc2ncccc2[nH]1	4	13	6	0.6	0	-4	5	10	-7
COc1ccc(/C=C2\SC(=O)N(CCNC(=O)CCS(=O)(=O)c3ccc(C)cc3)C2=O)cc1	-2	9	-14	-0.1	0	-20	-9	8	-1
CCOc1ccccc1-n1nnnc1SCC(=O)NC(=O)Nc1ccc2c(c1)OCCO2	3	6	5	0.2	0	25	-41	-3	0
CCN(CC)S(=O)(=O)c1ccc(C(=O)NCc2n[nH]c(=S)n2-c2ccccc2OC)cc1	0	1	1	-0.7	-21	-12	27	-6	2
Cc1ccc(CCN2CC(C(=O)O)CC2=O)cc1 (stereo not given)	-12	12	-6	1.0	-2	-4	14	5	-1
Clc1ccc(Cn2ncc3c(N4CCOCC4)ncnc32)cc1	-3	18	4	-0.2	0	12	-6	-13	16
Cc1cc(C)cc(N(C(C)C(=O)NCCC2=CCCCC2)S(C)(=O)=O)c1 (stereo not given)	3	8	15	-1.0	1	24	-8	-4	5

Four compounds already listed, ordered by the value under Calpain2 inh, rising.
Molecule	Calpain2 inh
COc1ccc(/C=C2\SC(=O)N(CCNC(=O)CCS(=O)(=O)c3ccc(C)cc3)C2=O)cc1	-20
Fc1ccccc1CSc1nc2ncccc2[nH]1	-4
Clc1ccc(Cn2ncc3c(N4CCOCC4)ncnc32)cc1	12
CCOc1ccccc1-n1nnnc1SCC(=O)NC(=O)Nc1ccc2c(c1)OCCO2	25

(list continues)
compound	eIF4E 4G PPI	PGE2 EP2 inh	Tb hexokinase	L929 necroptosis	Hck-Nef inh	Calpain2 inh	EP2 modulator	14-3-3 Bad PPI	Rad51 HR inh
NC(=O)Cn1cnc(-c2ccccc2)c1	-2	10	2	-1.1	-4	-7	11	-7	-2
CCOC(=O)CNC(=O)CSc1nc2cccnc2n1C1CCCCC1	·	7	-1	-0.4	-1	-23	-15	·	0
COc1ccc(CNC(=O)CSc2nnc(C)s2)cc1	-1[fluorescence artefact?]	4	2	1.1	-7	17	25	-1	-5
S=C(NCc1ccc2[nH]c3c(c2c1)CCCC3)Nc1ccccc1	8	11	-1	·	1	-3	-16	-3	3
COc1cc(C(=O)N2CCC(NC(=O)C(Cc3ccccc3C)NC(C)=O)CC2)cc(OC)c1OC (stereo not given)	3	7	-2	0.7	-1	-20	10	2	-6
O=C(CCNc1cccc(F)c1)c1cccc([N+](=O)[O-])c1	2	6	6	-0.7	24	-12	0	-12	13
CCC1CCCCN1CCCNC(=O)c1ccc(N2CCOCC2)c(NS(=O)(=O)c2ccc(OC)cc2)c1 (stereo not given)	-2	6	5	-0.7	17	-18	10	-8	-1
COc1ccc(C(C)=O)cc1COC(=O)c1cc(C)nc2ccccc12	0	0	9	-1.3	-27	18	11	1	2
N=C(c1ccc([N+](=O)[O-])cc1)N1CCCCC1	2	4	-4	0.4	-15	10	-13	-2	3
CC(Sc1nnnn1-c1ccccc1)C(=O)Nc1ccc(Cl)cn1 (stereo not given)	-15	6	-2	0.3	0	17	12	-8	5

(further entries)
Field names: A = eIF4E 4G PPI; B = PGE2 EP2 inh; C = Tb hexokinase; D = L929 necroptosis; E = Hck-Nef inh; F = Calpain2 inh; G = EP2 modulator; H = 14-3-3 Bad PPI; I = Rad51 HR inh
CC(=O)c1cc(C)ccc1OC(=O)c1ccco1
  A = 2	B = 11	C = -2	D = 0.4	E = 1	F = -22	G = 32	H = -6	I = -1
Cc1cccc(N2CCN(C(=O)CCCOc3ccccc3)CC2)c1C
  A = 2	B = -1	C = -3	D = -0.4	E = 1	F = 17	G = -22	H = 6	I = 2
COc1ccc(/C=C/c2nc3sc4c(c3c(=O)o2)CCC4)cc1
  A = ·	B = 18	C = -15	D = -0.6	E = 8	F = ·	G = ·	H = ·	I = -50
COC(=O)c1cccc(Nc2ccc([N+](=O)[O-])cn2)c1
  A = 4	B = 11	C = -11	D = 45	E = 16	F = -19	G = -42	H = -6	I = 1
CN(C)/C=N/C1=C(C#N)C(c2cccs2)c2ccc3ccccc3c2O1 (stereo not given)
  A = 4	B = 4	C = -9	D = 0.0	E = -9	F = -1	G = 11	H = 37	I = ·
Cc1ccc(C)c(Cn2nnc3c(=O)[nH]c(C(=O)Nc4ccc(F)cc4)nc32)c1
  A = -1	B = 9	C = 2	D = 2.8	E = 23	F = -63	G = 3	H = -24	I = -2
Fc1ccccc1Cn1cc(C(=S)N2CCOCC2)c2ccccc21
  A = -2	B = 6	C = -13	D = -0.3	E = 9	F = 26	G = 12	H = -7	I = 1
CC(C)C(=O)N1CCC2(CC1)Oc1ccc(Cl)cc1C(=O)C21CC(c2ccccc2)=NO1 (stereo not given)
  A = 0	B = 5	C = -21	D = -0.2	E = 23	F = -41	G = 28	H = -2	I = -2
O=C(CNC(=O)c1ccco1)OCC(=O)c1ccc(Cl)cc1Cl
  A = 0	B = 8	C = -4	D = 4.9	E = 22	F = -21	G = 24	H = 3	I = 8
CN(c1ccc(OCC(=O)OCC(=O)c2c(N)n(C)c(=O)n(C)c2=O)cc1)S(=O)(=O)c1ccc2ccccc2c1
  A = -7	B = 5	C = -10	D = 3.7	E = 20	F = -120	G = -44	H = 1	I = 0
O=[N+]([O-])c1ccc(N2CCCCC2)cc1N1CCOCC1
  A = 2	B = ·	C = -7	D = 0.3	E = 1	F = 20	G = -26	H = 1	I = ·
CCCc1nnc(SCC(=O)N(CC)CC)n1CC1CCCO1 (stereo not given)
  A = 0	B = 3	C = -4	D = 0.7	E = 2	F = -15	G = -3	H = 7	I = 17
O=C(NC(=S)N1CCc2ccccc21)c1ccc(Br)o1
  A = -6	B = 6	C = -14	D = 0.1	E = -8	F = -5	G = 19	H = -11	I = -3
Cc1ccc(C)c2[nH]c(=O)c(CN(Cc3ccco3)C(=O)Nc3ccccc3)cc12
  A = 5	B = 11	C = -4	D = 0.3	E = 1	F = -61	G = 29	H = -15	I = -10
O=C(NCCC1=CCCCC1)C1COc2ccccc2O1 (stereo not given)
  A = 7[fluorescence artefact?]	B = 10	C = 0	D = 0.2	E = 0	F = -22	G = 4	H = -6	I = -6

Pulled one by one from the entries so far (4):
Field names: A = eIF4E 4G PPI; B = PGE2 EP2 inh; C = Tb hexokinase; D = L929 necroptosis; E = Hck-Nef inh; F = Calpain2 inh; G = EP2 modulator; H = 14-3-3 Bad PPI; I = Rad51 HR inh
CN(C)/C=N/C1=C(C#N)C(c2cccs2)c2ccc3ccccc3c2O1 (stereo not given)
  A = 4	B = 4	C = -9	D = 0.0	E = -9	F = -1	G = 11	H = 37	I = ·
CC(=O)c1cc(C)ccc1OC(=O)c1ccco1
  A = 2	B = 11	C = -2	D = 0.4	E = 1	F = -22	G = 32	H = -6	I = -1
Fc1ccccc1Cn1cc(C(=S)N2CCOCC2)c2ccccc21
  A = -2	B = 6	C = -13	D = -0.3	E = 9	F = 26	G = 12	H = -7	I = 1
O=C(NCCC1=CCCCC1)C1COc2ccccc2O1 (stereo not given)
  A = 7[fluorescence artefact?]	B = 10	C = 0	D = 0.2	E = 0	F = -22	G = 4	H = -6	I = -6

The list goes on:
Field names: A = eIF4E 4G PPI; B = PGE2 EP2 inh; C = Tb hexokinase; D = L929 necroptosis; E = Hck-Nef inh; F = Calpain2 inh; G = EP2 modulator; H = 14-3-3 Bad PPI; I = Rad51 HR inh
CCOC(=O)N1CCN(C(=O)CN(c2cc(C(F)(F)F)ccc2Cl)S(C)(=O)=O)CC1
  A = 5	B = 9	C = 2	D = -0.2	E = 2	F = -20	G = 30	H = -3	I = 11
O=C(/C=C/Nc1ccc(Cc2ccc(N/C=C/C(=O)C(F)(F)F)cc2)cc1)C(F)(F)F
  A = 0[fluorescence artefact?]	B = 0	C = -6	D = 1.9	E = 10	F = -14	G = 10	H = 7	I = 3
CSc1c(-c2ccccn2)c(N)nn1C(=O)C1CC1
  A = -1	B = 9	C = -6	D = 0.9	E = 11	F = -15	G = 54	H = -6	I = ·
C=CCN1C(=O)C(CC(=O)O)SC1=Nc1ccc(C(=O)O)cc1 (stereo not given)
  A = 6	B = 0	C = -1	D = 3.8	E = 2	F = -18	G = 29	H = -20	I = 9
O=c1[nH]c2ccccc2c(O)c1-c1ccccc1
  A = -14	B = 15	C = -4	D = 0.5	E = 16	F = 11	G = 16	H = -1	I = -1
Cc1ccc(-c2nnnn2C2C/C(=N\NC(N)=S)C3OCC2O3)cc1 (stereo not given)
  A = -3	B = 1	C = -1	D = 0.1	E = 20	F = -14	G = -12	H = -9	I = 0
Nc1nc2c(Cl)cc(Cl)cc2s1
  A = -3	B = 8	C = 5	D = 60	E = 3	F = -3	G = -23	H = 1	I = -2
c1ccc(-c2csc3ncnc(NCCN4CCOCC4)c23)cc1
  A = -6	B = 4	C = 1	D = -0.6	E = -10	F = 4	G = 14	H = -1	I = 1
CC(=O)Nc1ccc(NC(=O)C2CCN(C(=O)c3ccc([N+](=O)[O-])cc3)CC2)cc1
  A = -1	B = 6	C = -2	D = 2.9	E = -38	F = -25	G = 15	H = 2	I = 5
CCCNC(=O)COC(=O)c1ccc(OCC(=O)Nc2ccccc2OC)c(OC)c1
  A = -4	B = 2	C = -7	D = 0.2	E = 4	F = -10	G = -19	H = 23	I = -4
COc1ccc(S(=O)(=O)N(C)CC(=O)NCCC2=CCCCC2)cc1
  A = 0[fluorescence artefact?]	B = 11	C = 0	D = 0.9	E = -1	F = -6	G = -13	H = -2	I = -4
CC(C)NS(=O)(=O)c1ccc(Oc2ncc(C(F)(F)F)cc2Cl)cc1
  A = ·	B = 9	C = 2	D = 0.1	E = 3	F = 32	G = -3	H = ·	I = -10

This is a subset; count on the stated rates, not on these rows.
